KB-3-1 cytotox – kills parental KB-3-1 adenocarcinoma cells; KB-3-1 viability, CellTiter-Glo ATP luminescence, 72 h; Potency, µM (doses to about 46.1 µM), without a hit: at the highest dose activity change, negative = cytotoxic, actives largely listed as cytotoxic; 1.4% of 400,000 active; AID 1347075; note: % is set by controls: 0 for no effect and ±100 for the full control effect; nearly all actives have a fitted effect of over 60% in size
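KB-3-1 parental drug-naive adenocarcinoma cells in DMEM/10% FBS, incubated 72 h at 37 C with pin-transferred compounds across a concentration series. Viability by CellTiter-Glo luminescence; concentration-response curves fitted after normalization.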
HT1080 IDH1KD tx – HT-1080 IDH1 knockdown cell toxicity (counter line) | HT-1080 IDH1 knockdown viability, ATP luminescence, 48 h | Potency, µM (highest dose often 46.1 µM), for inactives: top-dose activity, negative = toxicity, actives largely listed as cytotoxic | 2% of 360,000 active | AID 686971;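 note: 0% = DMSO wells and -100% = cell-free medium wells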
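Using the IDH1-knockdown HT-1080 line run in the same batch and compound series as the NT line, viability after 48 h at 37 °C was determined by CellTiter-Glo luminescence and expressed as % activity.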
SW480 rerep – inducers of DNA re-replication in SW480 colon cancer cells | SW480 DNA re-replication, Hoechst DNA content imaging, 48 h | Potency, µM (highest dose often 46.1 µM), for the others: at the highest dose re-replication activation, most hits filed as activators | 1.8% of 340,000 active | AID 624297; note: % of control where 0% means no effect; nearly all actives have a fitted effect of over 55% in size
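DNA re-replication was detected as more nuclei of elevated Hoechst intensity after 48 hr exposure to compound (23 nL pinned per well of 250 cells).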
TDP43 rescue – TDP-43 toxicity inhibition in yeast. TDP-43 expressing yeast growth rescue, BacTiter-Glo, 24 h. Potency, µM (titrated, usually from 46.1 µM), for the others: top-dose growth rescue (activation), most hits filed as activators. 1.8% of 410,000 active. AID 652104; note: % of control where 0% means no effect; nearly all actives have a fitted effect of over 50% in size
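Cell-based yeast growth screen: TDP-43 expression induced in galactose, inoculum OD600=0.02 after raffinose pregrowth to mid-log. Read-out BacTiter-Glo luminescence at 24 hr, 30 deg C; inhibition of toxicity seen as signal increase.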
GLP-1R inv ag – GLP-1 receptor (human) inverse agonism; 1.6% of 410,000 active; Potency, µM (doses to about 38.3 µM), for inactives: top-dose activity change, negative = inhibition, usual class: inhibitors; HEK293 GLP-1R CRE-luciferase, luminescence, 24 h; GLP-1R form is constitutively active; AID 624417; note: % is set by controls: 0 for no effect and ±100 for the full control effect; nearly all actives have a fitted effect of over 55% in size
Target sequence (P43220 whole entry, looked up): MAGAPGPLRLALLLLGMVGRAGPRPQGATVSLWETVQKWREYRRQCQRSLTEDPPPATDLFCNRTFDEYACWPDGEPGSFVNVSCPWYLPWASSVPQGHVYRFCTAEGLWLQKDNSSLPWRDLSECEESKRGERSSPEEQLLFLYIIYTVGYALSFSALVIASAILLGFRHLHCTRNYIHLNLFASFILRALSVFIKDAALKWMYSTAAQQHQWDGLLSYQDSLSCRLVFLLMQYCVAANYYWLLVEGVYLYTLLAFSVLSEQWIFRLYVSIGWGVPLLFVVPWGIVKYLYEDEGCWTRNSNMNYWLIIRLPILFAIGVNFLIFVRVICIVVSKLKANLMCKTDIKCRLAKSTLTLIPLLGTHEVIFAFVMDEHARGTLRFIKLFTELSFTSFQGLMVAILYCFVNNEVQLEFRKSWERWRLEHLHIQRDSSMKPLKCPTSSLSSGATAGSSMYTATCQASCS
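Stable HEK293 clone (constitutively active GLP-1R + cAMP-response luciferase); 200 cells/uL plated, 12 h pre-culture, compound 24 hr, 37 deg C/5% CO2; detection reagent 12 min RT; luminescence.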
HEK293 tox – cytotoxicity counter-screen for GLP-1 receptor inverse agonists | HEK293 cAMP-luciferase reporter cells, luminescence, 24 h | Potency, µM (doses to about 38.3 µM), for inactives: top-dose activity change, negative = inhibition, hits mostly inhibitors | 0.13% of 410,000 active;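 note: loss of luciferase light is scored as toxicity; % is set by controls: 0 for no effect and ±100 for the full control effect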
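To flag toxic compounds, the library was rerun on cells for 24 hr at 37 deg C and 5% CO2. Viability-linked luminescence was captured 12 min after adding luciferase detection reagent.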
KB-V1 cytotox – KB-V1 MDR subline cytotoxicity. KB-V1 MDR cells viability, CellTiter-Glo, 72 h. 3.4% of 400,000 active. Potency, µM (doses to about 46.1 µM), for inactives: at the top dose activity change, negative = cytotoxicity, actives largely listed as cytotoxic; note: % is set by controls: 0 for no effect and ±100 for the full control effect; nearly all actives have a fitted effect of over 60% in size
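KB-V1 cells (P-gp-expressing MDR subline of KB-3-1) in phenol-red-free DMEM with 10% FBS were exposed to library compounds over a concentration series for 72 h at 37 degrees C. Viability read by CellTiter-Glo luminescence; concentration-effect curves fitted after normalization.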
HT1080-NT tox – kills 2HG-producing HT-1080-NT fibrosarcoma cells. HT-1080-NT fibrosarcoma viability, CellTiter-Glo ATP luminescence, 48 h. Potency, µM (titrated, usually from 46.1 µM), without a hit: at the top dose activity, negative = less viability, usual class: cytotoxic. 1.6% of 360,000 active. AID 686970;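 note: NT is the 2HG producing partner of a matched IDH1 knockdown line; 0% = DMSO-treated cells and -100% = media-only wells without cells; nearly all actives have a fitted effect of over 55% in size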
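Toxicity toward the 2HG-producing NT line was scored as %Activity, normalised to DMSO and no-cell wells, from CellTiter-Glo luminescence after 48 hours' treatment.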
GLP-1R agonist – activates the human GLP-1 receptor. P43220. HEK293 GLP-1R CRE-luciferase, luminescence, 4-6 h; cells express a hypersensitive GLP-1R form. Potency, µM (series often up to 45.6 µM), inactives show at the top dose activation, hits mostly activators. 0.007% of 380,000 active. AID 624172; note: % of control where 0% means no effect
* = called active by the depositor; ? = inconclusive; / = not tested or not shown; & = joins results of further samples; ! = repeats disagree; [ ] = dose if it differs, or a comment. Calls come from the whole dose curve; as a rule, active = well fitted curve in the direction sought with a large enough effect; inconclusive = small, poorly fitted or top-dose-only effect, or another doubt; inactive = no such curve, though single readings can be large; an effect the other way counts as inactive or inconclusive. Potency is the fitted concentration of half-maximal effect. Rows are unselected, and some 9.4% of all compounds hit somewhere here.

SMILES	KB-3-1 cytotox	HT1080 IDH1KD tx	SW480 rerep	TDP43 rescue	GLP-1R inv ag	HEK293 tox	KB-V1 cytotox	HT1080-NT tox	GLP-1R agonist
COC(=O)Cn1cc(C(=O)OC)cc(Br)c1=O	2%	14%	-11%	-10%	3%	-1%	28%	?	1%
Cc1ccc(S(=O)(=O)N2CCN(C)CC2)cc1C	2%	0%	0%	-1%	6%	5%	4%	1%	-2%
COc1cc(NC(=S)N2CCN(C/C=C/c3ccccc3)CC2)cc(OC)c1	-6%	-24%	22%	-18%	?	7%	0%	-12%	0%
O=C(NCC1CCCO1)c1ccc2c(c1)ncn2-c1cccc(F)c1 (centres undefined)	0%	12%	-1%	-18%	51%[activator]	-3%	2%	14%	9%
C/C(=N\OCC(=O)OCC(=O)N(C)c1ccccc1)c1ccc2c(c1)OCO2	4%	5%	-8%	9%	2%	-17%	5%	8%	-6%
CC(C)N1CCN(c2ccncc2S(=O)(=O)N2CCN(C)CC2)CC1	0%	-4%	/	19%	3%	-4%	4%	0%	1%
Cc1ccc(N(CC(=O)N2CCN(c3ccc(F)cc3)CC2)S(=O)(=O)c2c(C)noc2C)cc1	-5%&15%	-22%	1%	16µM*!	?	-6%&-21%	-6%&-13%	-24%	-4%&-4%
COc1ccc(COc2ccsc2C(=O)Nc2ccc(Cl)cc2)cc1	0%	?	?	6%	0%	-25%	9.2µM*	?	2%
COc1ccc(N2CCOCC2)c(NC(=O)c2cc3ccccc3o2)c1	-28%	-6%	?	5%	36%[activator]	16%	12µM*	-2%	?
COc1ccc(/C=C/C(=O)N(C)CC(=O)Nc2cccc(F)c2)cc1S(=O)(=O)N1CCCCC1	21µM*	?	21µM*	6%	?	?	-15%	-28%	11%
Cc1ccc2nc(N3C(=O)C(O)=C(C(=O)c4ccco4)C3c3cccc(O)c3)sc2c1 (centres undefined)	-1%	3%	20%	-16%	1%	-12%	-26%	-19%	-3%
CCn1c(SCC(=O)NC2CCCC2)nc2c(c1=O)SCC2	-13%	0%	/	11%	-4%	-6%	-13%	8%	7%
Cc1cc(=O)[nH]c(SCC(=O)NCc2ccco2)n1	2%	11%	3%	-3%	-2%	-11%	11%	14%	-4%
COc1ccc(C(=O)N2CCCC(N3CCN(c4ccccc4OC)CC3)C2)c(OC)n1 (centres undefined)	-5%	0%	4%	4%	?	0%	-11%	-7%	-3%
CC12CCC(C[N+](C)(C)C1)C2(C)C (centres undefined)	12%	1%	1%	21%	23%	-13%	-3%	9%	3%
COc1cccc(NC(=O)/C(C#N)=C\c2cn(Cc3ccc(C)cc3)c3ccccc23)c1	?	/	/	17%	1%	-5%	?	/	/
COc1ccc2c(c1)[nH]c1c(N3CCSCC3)ncnc12	0%	15µM*	-6%	11%	12%	?	?	?	13%
Clc1cccc(CN2CCN(Cc3ccco3)CC2)c1	-5%	19%	8%	-7%	?	-4%	-13%	6%	3%
COc1ccc(C)cc1NC(=O)C(Sc1nnc(-c2cccs2)o1)c1ccccc1 (centres undefined)	18%	4%	0%	11%	0%	-7%	-6%	2%	-8%
O=c1c2ccccc2ncn1Cc1ccc2c(c1)OCO2	-13%	-11%	0%	?	18%	3%	-22%	-2%	3%
COc1ccc(CNc2cc(C)nc3ncnn23)c(OC)c1	?	?	-1%	-13%	0%	-15%	0%	?	23%
O=[N+]([O-])c1ccc(S(=O)(=O)NCC(c2ccc3c(c2)OCO3)N2CCOCC2)cc1 (centres undefined)	24%	7%	/	26%	21%	-23%	-13%	10%	11%
COc1c(C)cc(C(=O)C2CCCN(C(=O)/C=C/c3ccccn3)C2)cc1C (centres undefined)	9%	18%	-4%	4%	5%	0%	-3%	2%	10%
C[C@@H]1CN([C@H](C)CO)C(=O)CCCn2nncc2CO[C@H]1CN(C)Cc1ccc2c(c1)OCO2	24%	10%	/	17%	9%	1%	?	6%	5%
CCc1cccc(C)c1NC(=O)CN1C(=O)c2ccccc2Sc2ncccc21	-7%	/	/	3%	12%	3%	0%	/	0%

Results in GLP-1R inv ag (five entries from above):
structure	GLP-1R inv ag
COc1ccc(N2CCOCC2)c(NC(=O)c2cc3ccccc3o2)c1	36%[activator]
COc1ccc(/C=C/C(=O)N(C)CC(=O)Nc2cccc(F)c2)cc1S(=O)(=O)N1CCCCC1	?
Cc1ccc2nc(N3C(=O)C(O)=C(C(=O)c4ccco4)C3c3cccc(O)c3)sc2c1 (centres undefined)	1%
CCn1c(SCC(=O)NC2CCCC2)nc2c(c1=O)SCC2	-4%
Cc1cc(=O)[nH]c(SCC(=O)NCc2ccco2)n1	-2%

(continued)
SMILES	KB-3-1 cytotox	HT1080 IDH1KD tx	SW480 rerep	TDP43 rescue	GLP-1R inv ag	HEK293 tox	KB-V1 cytotox	HT1080-NT tox	GLP-1R agonist
Cc1cccc(NS(=O)(=O)c2ccc(C)c(NS(=O)(=O)c3cccs3)c2)c1	-32%	?	23%	-15%	?	5%	?	-30%	-10%
CCOc1ccc(-n2c(=O)c3c4c(sc3n(CC(=O)NCc3ccco3)c2=O)CCC4)cc1	6%	-13%	4%	10%	1%	-17%	22%	-13%	17%
Cc1occc1-c1nnc(SCC(=O)N(C)C)o1	-1%	5%	-8%	-8%	4%	7%	19%	6%	-7%
COC(=O)c1cc(OC(=O)c2ccc(=O)[nH]c2)cc(C(=O)OC)c1	12%	13%	-11%	20%	1%	?	5%	2%	6%
C/C=C(\C)C(=O)N1CC2(CC(c3cccc(NC(=O)COc4ccc(Cl)cc4)c3)=NO2)C[C@@H]1C(N)=O (some centres undefined)	-5%	3%	-12%	-1%	11%	6%	11%	11%	-10%
Cc1ccc(C(=O)COC(=O)CCC(=O)NC2CCCCC2)cc1C	1%	10%	1%	9%	13%	1%	-8%	12%	6%
CC(=O)Nc1ccc(OC(=O)CC2SC(=O)NC2=O)cc1 (centres undefined)	2%	0%	-5%	14%	-15%	5%	14%	5%	-11%
COCCNc1ccc(N2C(=O)C3CCCCC3C2=O)cc1[N+](=O)[O-] (centres undefined)	-1%	-12%	1%	2%	3%	-30%	-7%	-3%	6%
O=C(c1ccccc1Br)N1CCn2c1nc1ccccc12	12%	1%	-15%	14%	1%	12%	17%	3%	9%
O=S(=O)(Nc1cccc(-n2cnnn2)c1)c1ccccc1	2%	-10%	-3%	20%	18%	2%	13%	1%	2%
O=C(NC1CCN(Cc2ccccc2)CC1)c1cccc(OC(F)F)c1	0%	-23%	7%	-9%	-28%	1%	?	-22%	6%
CN(Cc1ccccc1)C(=O)COC(=O)C1=NNC(=O)CC1	4%	11%	-1%	-6%	14%	0%	29%	0%	-14%
Cc1cc(C)c(/C=N/n2c(C)cc(C)c(C#N)c2=O)c(C)c1	31%	25%	-5%	-10%	2%	-1%	?	15%	1%
O=[N+]([O-])c1ccc(S(=O)(=O)Nc2cccc(-c3ccc(N4CCCC4)nn3)c2)cc1	15%	-10%	0%	1%	?	-8%	15%	0%	-4%
CC(Oc1ccccc1)C(=O)OCC(=O)N1CC(=O)Nc2ccccc21 (centres undefined)	-1%	29%	-11%	8%	-5%	3%	?	19%	-1%
O=C(CSc1nnc(SCc2ccc(Cl)cc2)s1)N/N=C/c1ccc(C(=O)O)cc1	13%	-1%	-6%	-32%[inhibitor]	?	-11%	-4%	7%	-1%
O=C(NCc1ccccn1)C12CC3CC(CC(C3)C1)C2	18%	1%	-2%	-24%	1%	6%	3%	20%	10%
CCCOc1ccccc1C(=O)Nc1ccc(-c2nc3ccc(C)cc3s2)cc1	-5%	/	/	?	8%	6%	-18%	/	-2%
COc1ccc(CCNC(=O)CN(c2cccc([N+](=O)[O-])c2)S(C)(=O)=O)cc1	1%	7%	-14%	-15%[0.397 µM]	28%	0%	13%	5%	10%
CCc1ccc2oc(=O)cc(CN3CCN(c4ccc(F)cc4)CC3)c2c1	-7%	-24%	?	19%	?	-14%	?	-23%	-9%
Cc1[nH]c(=O)[nH]c(=O)c1CSc1nnc([C@@H](NC(=O)OC(C)(C)C)C(C)C)o1	16%	4%	0%	1%	4%	14%	9%	12%	-2%
CCC(=O)N1CCc2cc(Br)cc(S(=O)(=O)CCC(=O)Nc3ccccc3C)c21	7%	/	/	8%	6%	5%	28%	/	/
COc1cccc(/C=N/NC(=O)CCC(=O)Nc2ccc(Br)cc2)c1	2%	0%	17%	4%	-4%	-18%	-9%	0%	2%
Cc1nn(C(C)C(=O)NC2CCC(C)CC2)c(=O)c2nn(-c3ccccc3)c(C)c12 (centres undefined)	-3%	-4%	-8%	10%	-33%	1%	8%	-4%	1%
Cc1oc2ncn(CC(C)C)c(=O)c2c1C(=O)N1CCN(c2cccc(C(F)(F)F)c2)CC1	-15%	/	/	?	-28%	-8%	-4%	/	/
CCCOC(=O)CSc1nnc(-c2ccc(Cl)cc2Cl)o1	17%	14%	0%	18%	-11%	3%	13%	6%	2%
O=S(=O)(c1ccccc1)N1CCN(c2nc3ccccc3s2)CC1	1%	20%	-5%	-10%	35%[activator]	-4%	8%	21%	1%
COc1ccc(Br)cc1CNC(=O)C1CCN(S(=O)(=O)N2CCC(C)CC2)CC1	-2%	-13%	6%&25%	0%	3%	11%	-25%	-1%	1%
O=C(Cc1ccccc1)NCCCN1CCN(CCCNC(=O)Cc2ccccc2)CC1	11%	-3%	-7%	?	26%	-17%	7%	-3%	-10%

Shown field by field: entries from further up
Cc1occc1-c1nnc(SCC(=O)N(C)C)o1
  KB-3-1 cytotox: -1%	HT1080 IDH1KD tx: 5%	SW480 rerep: -8%	TDP43 rescue: -8%	GLP-1R inv ag: 4%	HEK293 tox: 7%	KB-V1 cytotox: 19%	HT1080-NT tox: 6%	GLP-1R agonist: -7%

COC(=O)c1cc(OC(=O)c2ccc(=O)[nH]c2)cc(C(=O)OC)c1
  KB-3-1 cytotox: 12%	HT1080 IDH1KD tx: 13%	SW480 rerep: -11%	TDP43 rescue: 20%	GLP-1R inv ag: 1%	HEK293 tox: ?	KB-V1 cytotox: 5%	HT1080-NT tox: 2%	GLP-1R agonist: 6%
